Bioassay records deposited in PubChem by National Center for Advancing Translational Sciences (NCATS).
HT1080NT lethal = kills 2HG-producing HT-1080-NT fibrosarcoma cells | HT-1080-NT fibrosarcoma viability, CellTiter-Glo ATP luminescence, 48 h | Potency, µM (doses to about 46.1 µM), without a hit: at the highest dose activity, negative = less viability, hits mostly cytotoxic | 1.6% of 360,000 active;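 further: NT is the 2HG producing partner of a matched IDH1 knockdown line; 0% = DMSO-treated cells and -100% = media-only wells without cells; nearly all actives have a fitted effect of over 55% in size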
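Fibrosarcoma NT cells, 750 per well in 5% FBS RPMI, were exposed to compound for 48 hours. Viability: CellTiter-Glo luminescence.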
HEK293 tox = cytotoxicity in counter-screen for GLP-1R inverse agonists. HEK293 cAMP-luciferase reporter cells, luminescence, 24 h. Potency, µM (titrated, usually from 38.3 µM), for inactives: at the top dose activity change, negative = inhibition, actives largely listed as inhibitors. 0.13% of 410,000 active;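 further: loss of luciferase light is scored as toxicity; on the % scale 0 is the no-effect control and ±100 the full control effect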
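Compound-treated cells are incubated 24 hr at 37 deg C under 5% CO2 after a 12 hour attachment period, then luciferase detection reagent is added and luminescence is measured following 12 min at room temperature; lowered signal indicates toxicity.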
SW480 rerep = inducers of DNA re-replication in SW480 colon cancer cells. Potency, µM (top dose mostly 46.1 µM), for the others: at the top dose re-replication activation, usual class: activators. 1.8% of 340,000 active. SW480 DNA re-replication, Hoechst DNA content imaging, 48 h; further: % of control where 0% means no effect; nearly all actives have a fitted effect of over 55% in size
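Cells (250 per well) received 23 nL compound or DMSO by pin tool and were kept 48 hr at 37 C, 5% CO2. Nuclei were then stained with Hoechst for 40 min and scanned for DNA content.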
KB-3-1 tox = KB-3-1 parental cell cytotoxicity; 1.4% of 400,000 active; AID 1347075; KB-3-1 viability, CellTiter-Glo ATP luminescence, 72 h; Potency, µM (series often up to 46.1 µM), for the others: at the highest dose activity change, negative = cytotoxic, hits mostly cytotoxic; further: on the % scale 0 is the no-effect control and ±100 the full control effect; nearly all actives have a fitted effect of over 60% in size
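Parental KB-3-1 adenocarcinoma cells in phenol-red-free DMEM with 10% FBS were pin-treated with compounds at several concentrations, incubated 72 h at 37 °C, and viability read by CellTiter-Glo luminescence; concentration-effect curves were fitted after normalization.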
HT1080 IDH1KD tx = HT-1080 IDH1 knockdown cell toxicity (counter line). HT-1080 IDH1 knockdown viability, ATP luminescence, 48 h. Potency, µM (highest dose often 46.1 µM), for inactives: at the top dose activity, negative = toxicity, most hits filed as cytotoxic. 2% of 360,000 active;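 further: 0% = DMSO wells and -100% = cell-free medium wells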
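CellTiter-Glo luminescence after 48 h compound exposure at 37 degrees C of IDH1-knockdown HT-1080 cells in 5% FBS RPMI. %Activity scaled between DMSO wells and cell-free media wells, with curves fitted and assigned curve classes.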
TDP-43 yeast inh = rescues yeast growth from TDP-43 toxicity. TDP-43 expressing yeast growth rescue, BacTiter-Glo, 24 h. Potency, µM (titrated, usually from 46.1 µM), for the others: top-dose growth rescue (activation), actives largely listed as activators. 1.8% of 410,000 active. AID 652104; further: % of control where 0% means no effect; nearly all actives have a fitted effect of over 50% in size
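In this qHTS, compounds that restore growth of yeast expressing TDP-43 appear as activators. Cells (OD600=0.02, galactose medium, raffinose-pregrown) are incubated with compound 24 hr at 30 deg C and growth is quantified by BacTiter-Glo.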
GLP1R ag = agonists of human GLP-1 receptor | 0.007% of 380,000 active | AID 624172 | HEK293 GLP-1R CRE-luciferase, luminescence, 4-6 h; cells express a hypersensitive GLP-1R form | Potency, µM (top dose mostly 45.6 µM), inactives show top-dose activation, hits mostly activators | P43220; further: % of control where 0% means no effect
Target sequence (P43220 whole entry, looked up): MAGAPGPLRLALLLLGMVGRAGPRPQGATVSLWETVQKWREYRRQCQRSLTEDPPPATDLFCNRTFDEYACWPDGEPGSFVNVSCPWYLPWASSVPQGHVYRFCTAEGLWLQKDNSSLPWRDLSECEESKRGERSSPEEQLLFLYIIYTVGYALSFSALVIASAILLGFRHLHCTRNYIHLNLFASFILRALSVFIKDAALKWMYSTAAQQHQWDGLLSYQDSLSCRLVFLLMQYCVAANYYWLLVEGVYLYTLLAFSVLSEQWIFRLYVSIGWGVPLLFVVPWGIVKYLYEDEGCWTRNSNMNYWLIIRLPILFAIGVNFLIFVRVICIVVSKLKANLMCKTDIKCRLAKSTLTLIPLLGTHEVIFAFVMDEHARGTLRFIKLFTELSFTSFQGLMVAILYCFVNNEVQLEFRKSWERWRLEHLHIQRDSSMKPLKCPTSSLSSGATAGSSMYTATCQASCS
KB-V1 MDR tox = KB-V1 MDR subline cytotoxicity; 3.4% of 400,000 active; KB-V1 MDR cells viability, CellTiter-Glo, 72 h; Potency, µM (titrated, usually from 46.1 µM), for inactives: at the top dose activity change, negative = cytotoxicity, actives largely listed as cytotoxic; AID 1347076; further: on the % scale 0 is the no-effect control and ±100 the full control effect; nearly all actives have a fitted effect of over 60% in size
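In this primary screen, KB-V1 cells overexpressing P-gp are incubated with library compounds (lowest to highest concentration) for 72 h at 37 degrees C before a luminescent ATP viability read.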
GLP-1R inv ag = inverse agonists of human GLP-1 receptor. P43220. HEK293 GLP-1R CRE-luciferase, luminescence, 24 h; GLP-1R form is constitutively active. Potency, µM (top dose mostly 38.3 µM), without a hit: at the highest dose activity change, negative = inhibition, usual class: inhibitors. 1.6% of 410,000 active. AID 624417; further: on the % scale 0 is the no-effect control and ±100 the full control effect; nearly all actives have a fitted effect of over 55% in size
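Luminescence readout: a drop in cAMP-driven luciferase signal flags inverse agonism at a constitutively active GLP-1R stably expressed in HEK293. Compound exposure lasted 24 hr at 37 deg C, 5% CO2.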
The depositor's hits bear a star; ? = inconclusive; · = not tested or not shown; [ ] = dose if it differs, or a comment. The call rests on the fitted dose curve; in most records, active means well fitted curve in the direction sought with a large enough effect; inconclusive means small, poorly fitted or top-dose-only effect, or another doubt; inactive means no such curve, though single readings can be large; an effect the other way counts as inactive or inconclusive. Potency means the concentration at half of the fitted maximal effect. No enrichment for hits; any-hit rate near 9.4%.

smiles | HT1080NT lethal | HEK293 tox | SW480 rerep | KB-3-1 tox | HT1080 IDH1KD tx | TDP-43 yeast inh | GLP1R ag | KB-V1 MDR tox | GLP-1R inv ag
Cn1cnc([N+](=O)[O-])c1Sc1ccc(C(C)(C)C)cc1 | ? | -7% | -10% | -2% | -20% | ? | 14% | -3% | ?
COc1ccc(NS(=O)(=O)c2ccc(C(=O)N3CCN(Cc4ccccc4)CC3)cc2)cc1 | -12% | -11% | -4% | -1% | -11% | 14% | 12% | ? | ?
Nc1nc(-c2ccccc2)nc(-c2ccccc2O)n1 | ? | -2% | -3% | 12% | -28% | ? | -3% | 10% | ?
CCOC(=O)C1(C)CCCN(C(=O)c2ccccc2)C1 (stereo not given) | 17% | 3% | · | -2% | 1% | 12% | -7% | 1% | 9%
Cc1ccc(Cl)c(NC(=S)N(CCCN2CCOCC2)Cc2ccco2)c1 | ? | -23% | -8% | 18% | 7% | -6% | 3% | ? | ?
Cc1nn(C)c(C)c1CNC(=O)Nc1ccc(Cl)cc1 | -11% | 6%[7.66 µM] | 0% | -16% | -11% | 8% | 3% | -17% | 24%[7.66 µM]
COC(=O)[C@@H]1[C@@H](C)N(Cc2ccccc2)C(=O)N[C@H]1c1ccccc1 | -2% | 3% | -1% | 18% | 3% | 13% | 4% | 0% | 5%
O=C(O)c1cc2sccc2s1 | 11% | -4% | 7%[9.22 µM] | 0% | 11% | -6% | 1% | 1% | 4%
CCOC(=O)C1=C(COC(=O)CNS(=O)(=O)c2ccc(NC(C)=O)cc2)NC(=O)NC1C (stereo not given) | 2% | 10% | -10% | 10% | -6% | -3% | 6% | -4% | 5%
Cc1[nH]n(-c2ccccc2)c(=O)c1C=Nc1cnc2ccccc2c1 | 1% | 4% | -2% | -4% | 5% | -2% | -8% | 22% | 4%
CCc1ccc(NC(=O)Nc2ccc3c(c2)N(C)C(=O)CS3)cc1 | -10% | ? | 0% | -2% | -9% | 6% | -2% | -15% | ?
COc1ccc(NC(=O)C2CCCN2S(=O)(=O)c2ccc(C)cc2)cc1 (stereo not given) | -4%[9.24 µM] | 1% | 1% | -10% | -19% | -15% | -10% | -27% | -10%
Cc1cccc(C(=O)NCCNC(=O)c2cccc(C)c2)c1 | 2% | 4% | 0% | -7% | -4% | 0%[0.397 µM] | 12% | 0% | 60%[activator]
Cc1cccnc1Nc1nc(-c2ccc(F)cc2)cs1 | -16% | 15% | -3% | -10% | -4% | ? | -21% | -15% | ?
CC1(C(=O)NS(=O)(=O)c2ccccc2Cl)CCN1C(=O)c1cccc(F)c1 (stereo not given) | 16% | 6% | · | 0% | 9% | 3% | -3% | 2% | 6%
COC(=O)c1c(SCC(=O)Nc2ccc(C)c(C)c2)nc(=O)[nH]c1C | 2% | -3% | -16% | 0% | 16% | -9% | 11% | 2% | 18%
NS(=O)(=O)c1ccc(CCNS(=O)(=O)Cc2ccc(Cl)cc2)cc1 | 2% | -9% | 2% | -2% | 2% | -1% | -4% | ? | 2%
Cc1cc(NC(=O)c2cccc(Br)c2)n[nH]1 | 2% | -9% | 3% | 2% | 2% | 18% | 2% | 17% | 20%
O=C(CSc1ccccn1)N1CCN(C(=O)CSc2ccccn2)CC1 | 6% | -5% | 0% | 11% | 4% | -1% | -8% | 6% | 7%
O=C(NCc1ccccc1)c1cc(=O)nc2sc(-c3ccccc3)nn12 | 10% | 0% | 0% | ? | 12% | 18% | 0% | 13µM* | 2%
c1ccc(Cc2nnc3sc(-c4ccc5c(c4)OCO5)nn23)cc1 | 2% | 2% | -3% | -6% | 6% | -15% | -12% | 2% | 7%
COc1ccc(C2C(C(C)=O)=C(O)C(=O)N2c2cccnc2)cc1OC (stereo not given) | -3% | 7% | -2% | -2% | -4% | 12% | 5% | -16% | 9%
COc1cccc(C(=O)OCC(=O)c2c(N)n(C)c(=O)n(C)c2=O)c1 | 5% | 3% | -10% | -14% | 8% | 10% | 12% | -15% | 18%
CC(C)(C)C(=O)C(Cl)C(=O)Nc1ccccc1 (stereo not given) | 2% | 3% | ? | -16% | ? | ? | -4% | 15% | 18%
CC1(C)CC(=O)c2cnn(-c3nc4ccccc4[nH]3)c2C1 | -12% | -10% | 7% | 8% | ? | -9% | 15% | -6% | 2%
Cc1cc(OC(=O)c2ccc(C(F)(F)F)cc2)c([N+](=O)[O-])c(=O)[nH]1 | 5% | -2% | -14% | 15% | 4% | ? | 0% | ? | -3%
CC(=O)Nc1ccc2c(c1)nc1n2CCSC1 | 9% | 7% | -6% | 4% | 11% | -18% | -4% | 11% | 2%
CCOC(=O)C1Oc2ccccc2C(c2ccc(F)cc2)=C1C(=O)OC (stereo not given) | 8% | -2% | ? | -1% | 4% | 46% | 20% | -4% | -23%
COc1ccc(C2(CNC(=O)c3ccc(OC)c([N+](=O)[O-])c3)CCCCC2)cc1OC | 3% | -2% | -92%[inhibitor] | -17% | 22% | 0% | ? | 2.6µM* | -11%
C=CCn1c(SCC(=O)c2cc(C)n(CCOC)c2C)nc2sc(C)c(C)c2c1=O | 0% | -10% | -3% | -1% | 4% | 3% | 0% | -10% | 6%

(list continues)
SMILES | HT1080NT lethal | HEK293 tox | SW480 rerep | KB-3-1 tox | HT1080 IDH1KD tx | TDP-43 yeast inh | GLP1R ag | KB-V1 MDR tox | GLP-1R inv ag
O=C(NCc1ccccc1)C(c1ccc(C(F)(F)F)cc1)n1c(=O)c(-c2ccccc2)nc2ccccc21 (stereo not given) | -18% | 14% | · | -25% | -15% | 9% | · | ? | ?
Cc1nc(-c2ccccc2)sc1-c1ccnn1C | -23% | -1% | -11% | 25% | -1% | 16% | 15% | 5% | 1%
O=C(/C=C/c1ccc(Br)cc1)Nc1ccc(S(=O)(=O)Nc2ncccn2)cc1 | -17% | 4% | 191% | 0% | -12% | 8% | 10% | 3% | 10%
O=C(NCc1ccco1)c1ccccc1Nc1ccc(F)cc1 | -19% | 4% | ? | -17% | -14% | -14% | 5% | -1% | -14%
CCN(CC)C(=O)CSc1ncccc1-c1nc2ccccc2[nH]1 | 8% | 2% | 9% | -3% | 0% | -3% | 6% | -7% | -5%
COCCN(C(=O)CSc1nnc(-c2ccc(C)c(C)c2)o1)c1c(N)n(CC(C)C)c(=O)[nH]c1=O | 19% | 1% | -43%[inhibitor] | 7% | 9% | -9% | 17% | 1% | 36%
NS(=O)(=O)c1cccc(NC(=O)CSc2nnc(-c3ccncc3)n2C2CC2)c1 | 4% | 2% | 0% | 7% | -1% | -13% | -7% | -21% | 18%
On1cnnc1-c1ccccc1 | 10% | -7% | -2% | 0% | 14% | -11% | -1% | 0% | -1%
O=S1(=O)CC2SC(=S)N(c3ccccc3)C2C1 (stereo not given) | 6% | -5% | -9% | 2% | 3% | 6% | -4% | 8% | -17%
Cc1cccc(NC(=O)C2CCN(C(=O)c3ccc(F)cc3)CC2)n1 | 19% | -2% | -6% | 0% | 19% | 0% | 3% | ? | 6%
CCCSC1=C(C#N)C2(CCCCC2)C(C#N)=C(N)N1 | -2% | 8% | -3% | -23% | -24% | 4% | 12% | ? | ?
CCc1cccc(C)c1NC(=O)C1C2CCC(O2)C1C(=O)O (stereo not given) | 8% | 0% | 0% | 13% | 5% | 13% | -5% | 4% | -7%
CCOC(=O)COc1cc2oc(=O)cc(C)c2cc1[N+](=O)[O-] | 9% | 5% | -1% | 27% | 4% | 8% | 6% | -1% | 15%
COc1ccccc1NC(=O)C1C2CCCCC21 (stereo not given) | -3% | 2% | 1% | 2% | -1% | 26% | 0% | -1% | ?
COc1ccc(-n2nc([N+](=O)[O-])c(=NCc3ccc4c(c3)OCO4)n2O)cc1 | -2% | 0% | -1% | -1% | -1% | 13µM* | -2% | 21µM* | 33%[activator]
COc1cc(OC)cc(C(=O)NC(=S)NNC(=O)[C@H]2C[C@@H]2c2ccccc2)c1 | -2% | 10% | 3% | -4% | -9% | 23% | 4% | ? | 13%
Cn1nnnc1SCc1ccc(C(=O)Nc2nccs2)cc1 | ? | 0% | -3% | -1% | 1% | -7% | -8% | -4% | 0%
Cc1ccc(OCCN2CCN(C(=O)CCC(=O)Nc3nnc(CC(C)C)s3)CC2)cc1 | ? | 4% | -1% | ? | 9.2µM* | -2% | 8% | 8.2µM* | ?
COc1cc2[nH]c(=O)n(CCCC(=O)NCc3ccccc3)c(=O)c2cc1OC | · | 5% | · | 0% | · | -14% | 0% | 15% | 3%

Rewritten as labelled records: entries from further up.
Molecule: COc1cc(OC)cc(C(=O)NC(=S)NNC(=O)[C@H]2C[C@@H]2c2ccccc2)c1
  HT1080NT lethal = -2%
  HEK293 tox = 10%
  SW480 rerep = 3%
  KB-3-1 tox = -4%
  HT1080 IDH1KD tx = -9%
  TDP-43 yeast inh = 23%
  GLP1R ag = 4%
  KB-V1 MDR tox = ?
  GLP-1R inv ag = 13%

Molecule: Cn1nnnc1SCc1ccc(C(=O)Nc2nccs2)cc1
  HT1080NT lethal = ?
  HEK293 tox = 0%
  SW480 rerep = -3%
  KB-3-1 tox = -1%
  HT1080 IDH1KD tx = 1%
  TDP-43 yeast inh = -7%
  GLP1R ag = -8%
  KB-V1 MDR tox = -4%
  GLP-1R inv ag = 0%

Molecule: Cc1ccc(OCCN2CCN(C(=O)CCC(=O)Nc3nnc(CC(C)C)s3)CC2)cc1
  HT1080NT lethal = ?
  HEK293 tox = 4%
  SW480 rerep = -1%
  KB-3-1 tox = ?
  HT1080 IDH1KD tx = 9.2µM*
  TDP-43 yeast inh = -2%
  GLP1R ag = 8%
  KB-V1 MDR tox = 8.2µM*
  GLP-1R inv ag = ?

Molecule: COc1cc2[nH]c(=O)n(CCCC(=O)NCc3ccccc3)c(=O)c2cc1OC
  HT1080NT lethal = ·
  HEK293 tox = 5%
  SW480 rerep = ·
  KB-3-1 tox = 0%
  HT1080 IDH1KD tx = ·
  TDP-43 yeast inh = -14%
  GLP1R ag = 0%
  KB-V1 MDR tox = 15%
  GLP-1R inv ag = 3%
